CatL inh = blocks human cathepsin L protease activity; inhibition, %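 (tested at 10 µM)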; purified cathepsin L, fluorogenic substrate, fluorescence; hit rate 0.17% among 58,000; in the data active means inhibition above about 45%;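 further: 0% = enzyme with no compound and 100% = no enzyme blank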
Target sequence (P07711 114-288 limits assumed): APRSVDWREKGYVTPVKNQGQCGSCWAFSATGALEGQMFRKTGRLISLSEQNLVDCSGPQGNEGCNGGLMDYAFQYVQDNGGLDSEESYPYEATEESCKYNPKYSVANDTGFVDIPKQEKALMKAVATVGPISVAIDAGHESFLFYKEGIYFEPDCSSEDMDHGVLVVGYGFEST
Target sequence (P07711 292-333 limits assumed): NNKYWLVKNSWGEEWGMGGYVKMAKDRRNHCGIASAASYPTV
FXIa mix inh = blocks human factor XIa in pooled compound mixtures | P03951 | purified FXIa, fluorogenic substrate | inhibition, % at 5 µM | hit rate 0.19% among 62,000;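 further: each value is inhibition by a whole ten-compound pool holding the compound; 0% = enzyme with no mixture and 100% = wells lacking enzyme; strong numbers were not always called active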
FXIIa inh mix = inhibitors of human coagulation factor XIIa, pooled mixtures | AID 684 | inhibition, % at 5 µM | P00748 | purified FXIIa, fluorogenic substrate | hit rate 0.2% among 62,000;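 further: 0% = enzyme without compound and 100% = no enzyme blank; some results filed as inactive read as strong as hits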
Cdc25B inh = inhibitors of human Cdc25B phosphatase; P30305; recombinant Cdc25B, OMFP fluorescence Ex485/Em525; inhibition, %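 (compounds tested at 10 µM final in the well)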; hit rate 0.1% among 65,000; AID 368; in the data active means inhibition above about 50%
Target sequence (P30305 whole entry, looked up): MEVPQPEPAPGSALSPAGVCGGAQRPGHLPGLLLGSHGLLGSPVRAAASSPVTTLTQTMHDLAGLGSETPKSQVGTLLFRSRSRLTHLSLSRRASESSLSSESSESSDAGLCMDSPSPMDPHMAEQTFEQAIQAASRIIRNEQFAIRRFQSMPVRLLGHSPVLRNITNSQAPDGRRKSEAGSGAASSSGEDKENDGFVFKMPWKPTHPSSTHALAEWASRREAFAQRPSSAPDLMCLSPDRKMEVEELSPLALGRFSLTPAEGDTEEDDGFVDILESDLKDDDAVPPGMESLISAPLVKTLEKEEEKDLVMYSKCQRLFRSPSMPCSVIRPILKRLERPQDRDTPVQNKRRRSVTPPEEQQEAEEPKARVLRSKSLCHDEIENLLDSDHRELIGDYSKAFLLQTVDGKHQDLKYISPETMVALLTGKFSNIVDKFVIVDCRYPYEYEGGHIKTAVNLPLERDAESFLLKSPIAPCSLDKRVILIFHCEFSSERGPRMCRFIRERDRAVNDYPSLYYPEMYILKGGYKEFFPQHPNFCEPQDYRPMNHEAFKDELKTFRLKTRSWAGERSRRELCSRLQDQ
C1s block = human complement C1s inhibition; purified C1s, fluorogenic AMC substrate, pooled mixtures; mean inhibition % of two 10-compound mixtures (active compounds read high), % at 5 µM (by protocol); hit rate 0.16% among 62,000; AID 538;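 active means inhibition above 20% in each of the two 10-compound mixture wells holding the compound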;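 further: 0% = enzyme wells lacking compound mixture and 100% = no-enzyme blank wells; some compounds called inactive have numbers as strong as hits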
Hsp90 block = displaces geldanamycin probe from tumor Hsp90; inhibition, % at 30 µM; hit rate 0.35% among 64,000; NCI-N417 lysate Hsp90, Cy3B-geldanamycin FP displacement; P07900;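 active means inhibition above 50%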;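 further: 0% = tracer plus lysate wells and 100% = tracer alone without lysate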
DUSP1 inh = blocks human MKP-1 phosphatase activity; inhibition, %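 (compounds tested at a single concentration somewhere between 10 and 100 µM)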; hit rate 0.15% among 65,000; recombinant MKP-1, OMFP hydrolysis fluorescence; P28562;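 active means inhibition above about 50%, limit read from the data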;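 further: 0% = DMSO max control wells and 100% = wells with enzyme stopped by NaOH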
CatG inh = inhibitors of human cathepsin G; P08311; purified enzyme, AMC-tetrapeptide fluorescence, pooled mixtures; inhibition, % at 5 µM (by protocol); hit rate 0.2% among 62,000; AID 581;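 active means inhibition above 20% in each of the two mixture wells holding the compound; inactive means inhibition of 20% or less in either well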;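 further: 0% = enzyme control without mixture and 100% = blank lacking enzyme; strong numbers were not always called active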
Target sequence (P08311 21-244 limits assumed): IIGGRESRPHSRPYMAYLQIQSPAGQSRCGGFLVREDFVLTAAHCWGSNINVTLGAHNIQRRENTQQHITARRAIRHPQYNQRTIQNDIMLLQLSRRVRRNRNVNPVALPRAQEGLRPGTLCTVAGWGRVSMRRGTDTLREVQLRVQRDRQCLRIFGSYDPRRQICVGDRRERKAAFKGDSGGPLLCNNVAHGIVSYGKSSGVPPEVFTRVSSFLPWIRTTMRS
5HT1a ag = agonists of human 5-HT1a serotonin receptor; hit rate 0.56% among 65,000; activation, % at 10 µM; P08908; CHO 5-HT1a Ga15 NFAT-bla reporter, FRET ratio; 0% basal, 100% maximal reference agonist;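 active means activation above the screen-wide mean activation plus 3 SD, cut at about 19% in these data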;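 further: 0% = DMSO wells and 100% = 5-CT at EC100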
Numbers without * were called inactive; · = no result given. Unless noted, no stated cut-off is given here; in the data, active means inhibition above about 20% (passing the limit was not always enough); inactive means the rest.

SMILES	CatL inh	FXIa mix inh	FXIIa inh mix	Cdc25B inh	C1s block	Hsp90 block	DUSP1 inh	CatG inh	5HT1a ag
COC(=O)C1=C(C)n2nnnc2NC1c1cc2ccccc2o1 (configuration not stated)	1	10	8	3	0	-6	4	-2	-1.4
Cc1cc(C)nc(-n2c(Nc3ccccc3)cc(=O)c3c(C)n(-c4ccccc4)c(=O)nc32)n1	16	0	0	-6	2	-2	13	8	0.4
O=C(NCc1cccs1)[C@@H]1CSC2c3ccccc3C(=O)N21 (some centres not stated)	8	11	-13	2	15	-1	-6	10	-2.1
CC1CCCC(C)N1C(=O)c1cc(-c2ccc(Cl)c(Cl)c2)on1 (configuration not stated)	16	-3	5	-18	2	-2	1	6	0.9
CCN(CC)C(=O)Cn1ncc2c1-c1ccccc1OC2	25	13	5	-1	10	-3	8	8	-0.8
CCOCCCNC(=O)C(c1ccccc1)N(Cc1ccc2c(c1)OCO2)C(=O)CNC(C)=O (configuration not stated)	3	2	-19	-2	11	-3	12	-14	0.5
CCc1ccccc1NC(=O)c1onc(C)c1Cl	-1	4	11	18	1	-1	0	-1	0.6
COc1ccc(C2/C(=C(/O)c3ccc(OC(C)C)cc3)C(=O)C(=O)N2CCCN2CCOCC2)cc1 (configuration not stated)	3	8	3	2	-17	-10	-7	13	1.9
CCN1CCN(Cc2c(C)[nH]c3ccc(C(=O)OC)cc3c2=O)CC1	5	2	8	-5	16	-7	16	11	0.4
COc1ccc(Cl)cc1NC(=O)C1CCCN(S(=O)(=O)c2cccc3nonc23)C1 (configuration not stated)	7	4	-18	-3	15	-7	5	10	-1.4
CSc1nc(=O)n(-c2ccccc2)c(C)c1C(C)=O	·	·	·	-2	15	-1	12	·	-1.4
CC(NC(=O)COc1ccccc1)C(=O)NC1=NCCS1 (configuration not stated)	1	4	4	-3	2	-1	-11	-7	-1.4
CCOC(=O)c1sc2nc(N3CCOCC3)c3c(c2c1N)CCCC3	-54	-11	1	-11	-50	-4	-23	6	1.6
COc1ccccc1N1CCN(S(=O)(=O)c2cn(C)c(=O)n(C)c2=O)CC1	0	0	15	-6	-2	-7	5	8	-1.4
COC(=O)CSc1nc2cc(C)ccc2cc1C#N	6	8	-3	4	-3	-9	4	-1	0.0
COc1ccccc1Nc1nc(N)nc(CN2CCc3ccccc3C2)n1	·	·	·	7	·	-12	16	·	-1.8
CC1Cc2ccccc2N1C(=O)CSc1nc(-c2ccco2)cc(C(F)(F)F)n1 (configuration not stated)	0	6	5	-4	12	3	-31	8	-2.7
CCOC(=O)c1sc(N(Cc2ccccc2)C(=O)CSc2nnc(C3CC3)n2N)nc1C	·	·	·	-11	·	-2	11	·	0.9
C=CCn1c(=O)/c(=C/c2ccc(O)cc2)s/c1=C(/C#N)c1nnc2n1CCCCC2	-1	4	5	-29	2	-2	13	3	0.5
O=C(CCCNS(=O)(=O)c1cccc2nsnc12)NCCc1ccccc1	-2	-1	-12	-5	-7	-3	-1	-4	-1.7
C1=C(c2ccccc2)CCN(c2ncnc3nc[nH]c23)C1	8	-14	1	-10	-14	30	-4	7	0.8
CN1Cc2cc(C(=O)c3cc(Cl)cc(CSc4ncccn4)c3O)cnc2NC1=O	8	4	17	5	12	-21	55*	10	-2.9
O=c1[nH]c(NC2CCCCC2)nnc1Cc1ccccc1	-4	7	13	-11	-11	·	9	-4	-0.5
COc1ccc(N2C(=O)CC(Nc3ccc(N4CCOCC4)cc3)C2=O)c(OC)c1 (configuration not stated)	10	5	0	-11	5	9	-5	11	-1.3
COc1cc2c(cc1OC)C(c1ccc(C)o1)CC(=O)N2 (configuration not stated)	11	8	3	-2	-3	2	-6	-37	-0.9
Cc1ccc2c(C)c(C(=O)Nc3nnc(C)s3)oc2c1	3	3	39	-6	2	-5	11	-2	-2.1
CC1(C)CC(=O)C2=C(C1)N(CCN1CCOCC1)C1=C(C(=O)CC(C)(C)C1)C2c1cccc(F)c1	-26	5	4	-11	-14	1	10	6	11
O=C(CCCSc1nc2sc3c(c2c(=O)[nH]1)CCC3)NCCO	-2	7	6	3	12	3	-11	17	-2.7
COc1ccccc1-n1c(CNC(=O)c2ccc(S(=O)(=O)N3CCOCC3)cc2)n[nH]c1=S	16	5	-11	-3	-16	-2	14	1	-0.9
CC(C)N1C(=O)C2ON(c3ccccc3)C(c3cccs3)C2C1=O (configuration not stated)	-2	-3	10	-1	-26	2	-19	-19	-1.8
Cc1nc2ccccc2n1S(=O)(=O)N(C)C	12	1	0	-7	11	-5	3	11	-1.3
COc1cc(NS(=O)(=O)c2ccc(NC(=O)CSC3=NCCS3)cc2)nc(OC)n1	-3	5	5	6	13	-2	-16	9	-2.8
Cn1c(=O)c2c(nc(Br)n2CCSc2nc3ccccc3o2)n(C)c1=O	20	·	·	2	·	13	-7	·	3.1
CCCCCC(=O)Nc1cc(N(C)C)nc2ccccc12	-4	4	-1	6	-7	-2	21	1	-1.9
CC(C)OCCCNC(=O)CN1C(=O)CC(C)(C)S(=O)(=O)c2ccccc21	·	2	2	-17	1	-2	-6	6	-1.8
O=C(COC(=O)C12CC3CC(CC(C3)C1)C2)N1CCN(S(=O)(=O)c2ccccc2)CC1	12	37*	2	-8	-3	-5	18	45	-2.0

In another format: 15 of the compounds above.
SMILES | CatL inh | FXIa mix inh | FXIIa inh mix | Cdc25B inh | C1s block | Hsp90 block | DUSP1 inh | CatG inh | 5HT1a ag
CN1Cc2cc(C(=O)c3cc(Cl)cc(CSc4ncccn4)c3O)cnc2NC1=O | 8 | 4 | 17 | 5 | 12 | -21 | 55* | 10 | -2.9
O=c1[nH]c(NC2CCCCC2)nnc1Cc1ccccc1 | -4 | 7 | 13 | -11 | -11 | · | 9 | -4 | -0.5
COc1ccc(N2C(=O)CC(Nc3ccc(N4CCOCC4)cc3)C2=O)c(OC)c1 (configuration not stated) | 10 | 5 | 0 | -11 | 5 | 9 | -5 | 11 | -1.3
COc1cc2c(cc1OC)C(c1ccc(C)o1)CC(=O)N2 (configuration not stated) | 11 | 8 | 3 | -2 | -3 | 2 | -6 | -37 | -0.9
Cc1ccc2c(C)c(C(=O)Nc3nnc(C)s3)oc2c1 | 3 | 3 | 39 | -6 | 2 | -5 | 11 | -2 | -2.1
CC1(C)CC(=O)C2=C(C1)N(CCN1CCOCC1)C1=C(C(=O)CC(C)(C)C1)C2c1cccc(F)c1 | -26 | 5 | 4 | -11 | -14 | 1 | 10 | 6 | 11
O=C(CCCSc1nc2sc3c(c2c(=O)[nH]1)CCC3)NCCO | -2 | 7 | 6 | 3 | 12 | 3 | -11 | 17 | -2.7
COc1ccccc1-n1c(CNC(=O)c2ccc(S(=O)(=O)N3CCOCC3)cc2)n[nH]c1=S | 16 | 5 | -11 | -3 | -16 | -2 | 14 | 1 | -0.9
CC(C)N1C(=O)C2ON(c3ccccc3)C(c3cccs3)C2C1=O (configuration not stated) | -2 | -3 | 10 | -1 | -26 | 2 | -19 | -19 | -1.8
Cc1nc2ccccc2n1S(=O)(=O)N(C)C | 12 | 1 | 0 | -7 | 11 | -5 | 3 | 11 | -1.3
COc1cc(NS(=O)(=O)c2ccc(NC(=O)CSC3=NCCS3)cc2)nc(OC)n1 | -3 | 5 | 5 | 6 | 13 | -2 | -16 | 9 | -2.8
Cn1c(=O)c2c(nc(Br)n2CCSc2nc3ccccc3o2)n(C)c1=O | 20 | · | · | 2 | · | 13 | -7 | · | 3.1
CCCCCC(=O)Nc1cc(N(C)C)nc2ccccc12 | -4 | 4 | -1 | 6 | -7 | -2 | 21 | 1 | -1.9
CC(C)OCCCNC(=O)CN1C(=O)CC(C)(C)S(=O)(=O)c2ccccc21 | · | 2 | 2 | -17 | 1 | -2 | -6 | 6 | -1.8
O=C(COC(=O)C12CC3CC(CC(C3)C1)C2)N1CCN(S(=O)(=O)c2ccccc2)CC1 | 12 | 37* | 2 | -8 | -3 | -5 | 18 | 45 | -2.0

Next part.
SMILES	CatL inh	FXIa mix inh	FXIIa inh mix	Cdc25B inh	C1s block	Hsp90 block	DUSP1 inh	CatG inh	5HT1a ag
CC1CC(c2ccccc2)n2nc(NC(=O)c3ccco3)nc2N1 (configuration not stated)	-6	6	-22	3	13	-3	24	4	-3.4
COc1ccccc1NC(=O)N1CCCC1C(=O)NC1CCCCC1 (configuration not stated)	3	12	9	-7	4	3	-23	4	-2.0
CN(C(=O)COC(=O)CNS(=O)(=O)/C=C/c1ccccc1)C1CCS(=O)(=O)C1 (configuration not stated)	2	-22	-34	-6	-91	1	-4	-3	-1.9
CCC(=O)Nc1ccccc1C(=O)OCC(=O)Nc1ccc(S(N)(=O)=O)cc1	2	-1	6	-16	2	-5	5	6	1.0
N#C/C(=C1/CCCCCN1)c1nc2ccccc2s1	·	4	-15	2	15	-8	3	15	-0.6
Cn1c(SCC(=O)C(C)(C)C)nnc1-c1cccnc1	22	2	1	2	14	2	-27	6	-0.5
Cn1c(=O)[nH]c(=O)c2c1nc(N(CCO)Cc1ccccc1)n2CCCc1ccccc1	-8	13	-4	-11	4	·	10	-1	·
CCCCN1CN(S(=O)(=O)c2cccs2)c2nc3ccccc3nc21	-8	-6	3	-1	0	0	-11	1	1.5
CCn1c(COc2ccccc2)nnc1SCC(=O)Nc1ccc2c(c1)OCCO2	7	5	3	-6	-2	-3	14	9	-1.1
COc1ccc(-c2cc(C(=O)Nc3cnn(Cc4ccccc4C)c3)no2)cc1OC	-4	11	0	-6	-4	-6	25	8	-0.9
CCCCCC1CC(=O)N(Cc2ccc(Cl)cc2)C(=O)N1 (configuration not stated)	7	2	3	5	-33	1	4	3	0.4
O=C(Cn1cc2c(n1)CCCCC2)NCCN1CCOCC1	22	5	-21	3	-17	-1	5	-2	0.1
CC(C)N(Cc1cc2ccccc2[nH]c1=O)C(=O)C1CCCCC1	5	8	-17	4	-14	-3	-8	-1	11
O=C1c2ccccc2-c2nc3ncnn3c(-c3ccccc3Cl)c21	5	13	2	-14	3	-6	8	3	2.8
CCCn1c(=O)[nH]c(=O)c2c1nc(-c1ccccc1OC(F)F)n2CCOC	-5	16	16	-1	0	-1	11	-1	-0.6
O=C(O)CC1SC(=Nc2cccc(O)c2)NC1=O (configuration not stated)	9	3	2	-16	22	0	8	11	-0.3
CC(C)C[C@H](NC(=O)Nc1cccc(Cl)c1)C(=O)O	3	4	-4	2	2	2	-3	-1	0.5
CCOC(=O)COc1cc2c(C(=O)OCC)c(C)oc2cc1Br	5	-8	2	-9	5	-1	1	1	-2.6
N#Cc1nc(-c2ccc(OCc3ccccc3)cc2)oc1N1CCOCC1	10	-4	4	-10	-6	-2	-11	8	1.2
COc1ccc(-c2cc(C(=O)OCC(=O)N(C)C)c3ccccc3n2)cc1	-1	4	6	-5	9	-1	11	10	1.0
C=CCSc1nc(N)c(C(=O)Nc2ccccc2C)cc1C(N)=O	0	-3	5	-12	-20	0	-5	-12	5.9
COc1ccc(NC(=O)c2cc(C(C)C)on2)cc1OC	2	7	8	-10	0	2	7	8	-2.8
CC(C)COC(=O)NCCCOC(=O)Nc1ccccc1	24	0	-1	-5	-7	1	3	-6	224*
O=C(c1coc(=O)c(Br)c1)N1CCOCC1	-33	·	·	-18	·	-1	-21	·	0.2
COc1ccccc1-c1c(C)nn2c(N3CCN(c4ccccc4OC)CC3)cc(C)nc12	9	-5	1	-1	-3	-1	30	8	0.5
COc1ccc(OC)c(NC(=O)CSC2=NCCS2)c1	·	2	10	-17	13	-9	-7	10	-0.1
CC1(C(=O)O)CC(C)(C(=O)O)CC(C)(C(=O)O)C1 (configuration not stated)	18	-2	2	-4	8	1	4	11	-1.6
